GPR7 antag: human neuropeptides B/W receptor 1 antagonism; P48145; GPR7-expressing cells, fluorescence antagonist assay; inhibition, % at 4.4 µM; actives 1.1% (n = 290,000); AID 1861; in the data active = inhibition above about 16%, passing the limit was not always enough;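 note: cells stimulated with the agonist NPW; 0% = agonist with vehicle and 100% = vehicle without agonist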
IDE act: boosts human insulin-degrading enzyme activity in HEK cells. FAbeta-B cleavage, fluorescence polarization; 0% vehicle, 100% cell-free pure enzyme wells. actives 0.073% (n = 340,000). AID 493087. P14735. activation, % at 5.96 µM;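 active = activation above the mean of all tested compounds plus 3 SD, set per screening campaign, cut at about 17% in these data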
VIM-2 inhibitor: blocks Pseudomonas aeruginosa VIM-2 metallo-beta-lactamase. AID 1527. inhibition, % at 5.6 µM. actives 0.89% (n = 290,000). purified VIM-2, nitrocefin hydrolysis, epi-absorbance fluorescence;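 active = inhibition above the mean of all tested compounds plus 3 SD, cutoff set per screening run, cut at about 7.5% in these data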;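 note: red hydrolysis product quenches plate fluorescence so inhibitors raise well fluorescence; 0% = enzyme with DMSO and 100% = DMSO without enzyme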
IMP-1 inh: inhibitors of Pseudomonas aeruginosa IMP-1 metallo-beta-lactamase | AID 1556 | inhibition, % at 5.6 µM | actives 0.45% (n = 290,000) | purified IMP-1, nitrocefin hydrolysis, epi-absorbance fluorescence;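 active = inhibition above the mean plus 3 SD of all compounds in the same screening run, cut at about 4.5% in these data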;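 note: 0% = IMP-1 with DMSO and 100% = DMSO wells lacking enzyme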
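System: Purified recombinant IMP-1 metallo-beta-lactamase enzyme | Measured by: Fluorescence quenching readout, ex 480/em 530 nm | Replication: Singlicate | Incubation: 15 min preincubation plus 25 min reaction at 25 °C | Evaluation: Percent inhibition from optical density relative to buffer-blank wells | Benchmarks: DMSO with and without IMP-1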
pCIP destab: lowers stability of the mouse p/CIP coactivator protein | Q05BA5 | F442A p/CIP-EGFP cells, EGFP fluorescence, 16 h | decrease of EGFP signal, % at 10 µM | actives 0.01% (n = 290,000) | AID 1984;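 active = EGFP signal decrease of at least 30% at 10 µM or well 3 SD below plate mean, unless failing retest; inactive = the rest, including hits failing retest or dose response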; note: some compounds called inactive have numbers as strong as hits; many of its hits are not listed in these tables
IDE inh: cellular human IDE inhibition. P14735. HEK cells, FAbetaB cleavage, fluorescence polarization. inhibition, % at 5.59 µM. actives 0.41% (n = 320,000). AID 434962;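 active = percent inhibition above the average of all tested compounds plus 3 SD, set per screening campaign, cut at about 16% in these data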;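 note: IDE supplied by intact live HEK cells; FP after avidin binding of uncleaved biotin substrate so inhibition keeps polarization high; 0% = DMSO wells and 100% = 60 µM reference IDE inhibitor Ii1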
PHOSPHO1 inh: blocks human PHOSPHO1 phosphatase activity; Q8TCT1; recombinant PHOSPHO1, absorbance phosphatase assay; inhibition, % at 13.3 µM; actives 1.1% (n = 290,000); in the data active = inhibition above about 60%
M18AAP inhibitor: PfM18AAP enzyme inhibition. recombinant PfM18AAP, H-Glu-NHMec fluorogenic cleavage. inhibition, % at 7.35 µM. actives 1.2% (n = 290,000). AID 1822;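 active = inhibition above the campaign mean inhibition over all tested compounds plus 3 SD, cut at about 28% in these data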;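 note: 0% = plate median of test compound wells and 100% = 2 mM ZnCl2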
NALP1 yeast inh: inhibitors of NALP1 inflammasome in yeast. inhibition, % at 10 µM. AID 2071. S. cerevisiae NALP1/ASC/caspase-1 growth, X-gal OD620, 72 h. actives 0.61% (n = 280,000); in the data active = inhibition mostly above about 24%, no sharp cut-off; inactive = mostly below about 32%; note: some compounds called inactive have numbers as strong as hits
The depositor's hits bear a star; · = not tested or not shown.

M18AAP inhibitor	NALP1 yeast inh	GPR7 antag	PHOSPHO1 inh	IDE act	pCIP destab	IDE inh	IMP-1 inh	VIM-2 inhibitor	SMILES
12	8	-3	-26	3	-19	5	-2.1	-4.3	CCOC(=O)N1CCN(CC(=O)Nc2ccc(OC)cc2)CC1
1	-6	8	30	4	19	-2	-2.3	0.1	COc1cc(C(=O)Nc2nnc(C(F)(F)F)s2)c([N+](=O)[O-])cc1OC
-9	-1	-14	19	-1	-4	6	-3.9	-2.6	COc1ccc(S(=O)(=O)n2c(C)nc3ccccc32)cc1C
2	34	-2	-3	5	-25	6	-2.7	-2.3	O=C(/C=C/c1ccccc1Cl)N(Cc1ccccc1)C1CCS(=O)(=O)C1 (configuration not stated)
-4	12	-5	10	3	1	-7	0.3	-1.1	CN(C(=O)c1ccncc1)c1ccccc1
-4	-7	6	32	3	-24	2	-3.0	-1.4	Cc1cccc(NC(=O)c2ccc3nccnc3c2)n1
-8	-4	-6	23	-7	-1	10	-3.6	-2.4	CC(C)NC(=O)CSc1nc2sccc2c(=O)n1-c1ccccc1
-11	6	-2	-27	3	6	3	-0.5	3.6	COCCNC(=S)NCc1ccc2[nH]c3c(c2c1)CCCC3
6	18	2	-1	3	-1	5	-0.1	0.6	Cn1nccc1NC(=O)COCC(=O)O
2	-2	-10	50	2	-16	-2	-4.2	-3.0	O=C(NCc1ccc(Cl)cc1)c1cc([N+](=O)[O-])ccc1Cl
1	-25	-5	47	3	-7	6	-1.2	-1.8	Nc1ccn(-c2ncc(C(F)(F)F)cc2Cl)c(=O)n1
4	10	-12	-7	7	0	-3	-2.0	-1.6	Cc1cccc(C)c1OCc1n[nH]c(=S)o1

(listing goes on)
M18AAP inhibitor	NALP1 yeast inh	GPR7 antag	PHOSPHO1 inh	IDE act	pCIP destab	IDE inh	IMP-1 inh	VIM-2 inhibitor	SMILES
39*	12	-11	40	3	2	-4	-1.2	-2.1	O=C(O)c1ccc(N/N=C/c2c(F)cccc2Cl)cc1
-1	-6	-7	25	2	-15	5	-4.2	-2.7	Cn1nnnc1SCC(=O)Nc1ccc2c(c1)OCCO2
-7	22	-7	-4	1	-2	2	-0.3	0.6	Cc1ccc(C)c(NC(=O)CN(C)C(=O)COc2ncnc3sccc23)c1
1	42	-6	5	0	-11	-5	-3.6	-2.7	CCn1nc([N+](=O)[O-])c(C(C#N)c2nc3ccccc3n2C)c(Cl)c1=O (configuration not stated)
-2	26	-9	-7	-4	-7	-6	-3.9	-5.3	O=C(N/N=C/c1cc([N+](=O)[O-])ccc1O)c1ccc2c(c1)OCCO2
-4	29	2	-24	0	-17	4	-2.0	-1.4	CCOc1ccc(N2CC(C(=O)NCCc3ccc(F)cc3)CC2=O)cc1 (configuration not stated)
-3	-2	12	21	7	-8	4	-1.3	-0.1	CCOC(=O)C(CC)n1cnc2c(nnn2-c2ccc(C)cc2)c1=O (configuration not stated)
-5	6	1	30	-1	-18	2	-1.6	-2.6	COc1ccc(C(=O)NCc2ccc(-n3cccc3)cc2)cc1OC
1	·	-10	42	7	5	2	-0.9	-3.0	COC(=O)C1=C(Nc2ccccc2NS(=O)(=O)c2ccc(C(F)(F)F)cc2Cl)CSC1
-1	1	-3	26	-7	-6	1	-0.7	0.1	CCOc1ccc(OCC)c(NC(=O)CSc2nc3c(c(=O)n(C)c(=O)n3C)n2C(C)C)c1
1	-2	-15	42	4	-9	-1	-3.0	-1.8	Cc1ccccc1OCC(=O)Nc1ccccc1C(=O)N1CCCCC1
-5	-15	-2	-4	-4	22	6	-0.7	0.8	Cc1ccc(OCC(=O)NCCNC(=O)c2ccco2)cc1C

(listing goes on)
M18AAP inhibitor	NALP1 yeast inh	GPR7 antag	PHOSPHO1 inh	IDE act	pCIP destab	IDE inh	IMP-1 inh	VIM-2 inhibitor	SMILES
-5	5	-8	8	3	6	3	-3.0	-3.1	Cc1ccc(NC(=S)N2CCCC(O)C2)cc1 (configuration not stated)
3	27	-6	-40	0	0	-7	-3.4	-3.9	COc1ccccc1/C=N/n1c(N)c(S(=O)(=O)c2cccs2)c2nc3ccccc3nc21
-1	19	-7	-9	4	-2	3	-4.6	-1.3	c1ccc(-c2nnc(-c3ccccn3)nc2NC2CCCCC2)cc1
-3	21	-7	-10	·	4	9	-3.5	-0.4	Cn1c(SCC(=O)N=Nc2c(O)[nH]c3ccccc23)nc2ccccc21
9	34	-1	-16	8	-5	4	0.1	1.4	CN(CCC(=O)Nc1ccc(Br)cc1)Cc1ccccc1
4	14	5	50	-4	-7	7	-2.9	-1.8	O=C(Nc1cccc(OC(=O)c2ccco2)c1)c1ccco1
22	8	-18	20	-4	1	8	-3.0	0.0	Cc1nnc(SCC2=C(C(=O)O)N3C(=O)C(NC(=O)Cn4ncc(Cl)c4C)C3SC2)s1 (configuration not stated)
4	20	-20	29	10	-9	2	-1.6	-1.9	Cc1nc(S(=O)(=O)Cc2ccccc2)nc2c1CCC2
6	6	4	7	18*	-9	-3	-0.1	-0.1	CC(=O)Nc1cc2c(cc1C(=O)c1ccccc1)OCCO2
0	7	11	17	6	-20	2	-2.5	-0.4	CCCSc1nnc(NC(=O)Nc2ccc(F)cc2)s1
67*	6	21	-42	-5	3	7	-3.5	-1.2	NC(=S)N=Nc1ccc(NN=C(N)N)cc1
1	-8	-9	-55	2	-10	3	-4.1	-2.1	Cc1nc2ccccc2nc1N1CCC(C)CC1

Continued, starting with the last 4 of the part before.
M18AAP inhibitor	NALP1 yeast inh	GPR7 antag	PHOSPHO1 inh	IDE act	pCIP destab	IDE inh	IMP-1 inh	VIM-2 inhibitor	SMILES
6	6	4	7	18*	-9	-3	-0.1	-0.1	CC(=O)Nc1cc2c(cc1C(=O)c1ccccc1)OCCO2
0	7	11	17	6	-20	2	-2.5	-0.4	CCCSc1nnc(NC(=O)Nc2ccc(F)cc2)s1
67*	6	21	-42	-5	3	7	-3.5	-1.2	NC(=S)N=Nc1ccc(NN=C(N)N)cc1
1	-8	-9	-55	2	-10	3	-4.1	-2.1	Cc1nc2ccccc2nc1N1CCC(C)CC1
13	14	0	-3	-2	4	·	-0.9	-0.9	Cc1cccc(-n2c(CCCN3C(=O)c4ccccc4C3=O)nc3ccccc3c2=O)n1
-8	15	-9	-17	-1	-3	0	-4.3	-0.1	O=C(O)c1nn2c(C(F)(F)F)cc(-c3cccs3)nc2c1Cl
3	13	-4	1	5	-5	-1	-3.1	-1.7	CCOC(=O)C1=C(CSc2nc3ccccc3s2)NC(=O)NC1c1cccc([N+](=O)[O-])c1 (configuration not stated)
2	6	-1	-26	8	-2	1	-2.0	-3.9	Cc1ccc(NC(=O)c2oc3ccc(S(=O)(=O)N4CCOCC4)cc3c2C)cc1C
-8	5	2	-20	2	-8	8	-3.9	-2.1	COc1ccc(C=O)cc1COc1ccc(F)cc1F
0	17	1	14	1	3	·	-1.9	-3.0	COc1cccc(CC(NC(C)=O)C(=O)NC2CCN(C(=O)c3ccc(Cl)cc3)CC2)c1 (configuration not stated)
4	4	-8	51	-5	12	-13	-2.8	-4.8	Cc1ccc(NC(=O)NCCN2CCN(C(=O)Nc3ccc(C)cc3)CC2)cc1
1	14	-9	32	0	-1	-1	-2.9	-4.1	CC(C)[C@H](NC(=O)c1cccc(S(=O)(=O)N2CCOCC2)c1)C(=O)Nc1nccs1
-7	-45	1	-2	5	-2	-3	0.7	0.6	CCOC(=O)CSC(CC)C(=O)Nc1nnc(C(C)C)s1 (configuration not stated)
7	22	-8	24	5	1	4	0.2	-5.6	CC(C)CCN1CN(S(=O)(=O)c2cccs2)c2nc3ccccc3nc21
-5	1	-8	9	-2	-15	8	-1.4	-2.4	CCN(Cc1ccccc1)C(=O)CSc1nc(C)cc2c1C(=O)OC2
0	37	-16	39	-2	0	5	-2.9	-5.2	Cc1ccc(S(=O)(=O)N2CCCC2C(=O)Nc2nc3c(s2)CCCC3)cc1 (configuration not stated)

(continued)
M18AAP inhibitor	NALP1 yeast inh	GPR7 antag	PHOSPHO1 inh	IDE act	pCIP destab	IDE inh	IMP-1 inh	VIM-2 inhibitor	SMILES
3	-21	6	23	-1	-3	1	-4.3	-4.6	Nc1[nH]ncc1-c1ccc(Cl)cc1
7	·	-19	-5	6	-4	3	-1.2	0.4	COc1ccc(O)c(C(=O)c2cc(SCC(=O)O)c3nc4sc5c(c4c(=O)n3c2)CCCC5)c1
3	12	-2	37	-1	-5	-2	-1.9	-3.4	Cc1occc1C(=O)Nc1ccc(S(N)(=O)=O)cc1
-7	9	-4	-2	3	-4	-1	-1.7	0.6	COc1ccc(-c2csc(NC(=O)c3ccc(S(=O)(=O)N4CCc5ccccc5C4)cc3)n2)c(OC)c1
-1	38*	9	0	4	15	1	-2.3	-2.0	O=C(CN1CCN(c2ccccc2)CC1)c1ccc2cc[nH]c2c1
5	-13	11	-12	3	-7	5	-0.1	0.6	CC(C)Nc1nc(SCC(N)=O)nc(N2CCOCC2)n1
3	-6	-14	-19	-2	-6	·	-4.5	-2.3	Cc1cc(C)c2[nH]c(=O)c(CN(Cc3nnnn3C3CCCC3)C3CCCCC3)cc2c1
-1	24	-16	-4	6	6	-12	2.2	3.9	CCc1nn(CC(=O)NCCc2ccc(S(N)(=O)=O)cc2)c(=O)c2cc3sccc3n12
0	3	13	1	3	0	-1	0.2	0.8	O=C(COc1ccccc1)OCc1cc2ccccc2[nH]c1=O
7	23	5	38	12	2	-1	1.2	0.9	O=C(COC(=O)C1CC2CCCC(C1)C2=O)NC(=O)c1ccc(OC(F)F)cc1 (configuration not stated)
-5	-3	-9	-3	-4	-7	3	-2.6	-0.4	Cc1cccc(C)c1C(=O)N[C@@H](Cc1ccccc1)C(=O)O
-7	15	-1	4	-3	2	-5	-5.0	-1.7	O=C(Cc1ccc(F)cc1)NCCc1ccccc1
-4	-20	5	24	6	-3	3	-0.9	-1.0	CCC(C)(C)NC(=O)C(c1ccc(OC)cc1)N(C(=O)CCC(=O)Nc1cc(C)on1)c1cccc(OC)c1 (configuration not stated)

Screens as filed in PubChem BioAssay.
